EP2 mod: modulates human prostaglandin E2 receptor EP2 signaling. induction, % at 25 µM. EP2-expressing cells, cAMP HTRF FRET, PGE2 co-stimulation. P43116. hit rate 0.83% among 260,000. AID 940;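 active means compounds whose cAMP rise, as percent of the full-agonist control response, exceeds 60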;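 further: rat C6 glioma line stably carrying human EP2 under a CMV promoter; the protocol text gives 20 µM as final concentration; 100% = response of wells given 1 µM PGE2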
Target sequence (P43116 whole entry, looked up): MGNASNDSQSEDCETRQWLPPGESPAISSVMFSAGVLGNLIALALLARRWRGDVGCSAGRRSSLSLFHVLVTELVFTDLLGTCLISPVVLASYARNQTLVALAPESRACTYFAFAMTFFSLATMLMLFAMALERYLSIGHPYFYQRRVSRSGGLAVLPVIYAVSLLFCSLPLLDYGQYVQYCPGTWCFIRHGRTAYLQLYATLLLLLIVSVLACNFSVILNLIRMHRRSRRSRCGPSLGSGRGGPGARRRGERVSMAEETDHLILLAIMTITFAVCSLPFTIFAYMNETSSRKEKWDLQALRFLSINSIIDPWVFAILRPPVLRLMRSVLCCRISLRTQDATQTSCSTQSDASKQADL
EP2 antag: inhibitors of human EP2 prostaglandin E2 receptor; P43116; C6 glioma cells expressing human EP2, cAMP TR-FRET; cells stimulated with saturating PGE2; inhibition, % at 25 µM; hit rate 0.52% among 260,000; AID 1422;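 active means percent inhibition above 40 after rounding to a whole number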;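 further: rat C6 glioma host cells with rolipram phosphodiesterase inhibitor present; the protocol text gives 20 µM as final concentration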
An asterisk follows results filed as active. A portion of the library, so the mix of outcomes need not match the whole.

SMILES | EP2 mod | EP2 antag
CC(=O)C1=C(O)C2C3c4c[nH]c5cccc(c45)CC3C(C)(C)N2C1=O (centres undefined) | -15.0 | 34.5

Assay outcomes deposited in PubChem by Emory University Molecular Libraries Screening Center.
